MT1-MMP act inh: blocks activation of human MT1-MMP; P50281; HT1080 RFP-PRO-GFP cells, GFP/RFP ratio fluorescence, overnight; percent of plate control window, DMSO zero; GFP/RFP ratio change, % at 20 µM; actives 0.061% (n = 360,000); AID 651647;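 active = GFP/RFP ratio change of at least 30% with cell ATP level not reduced by more than half and red fluorescence within 50% of control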; note: strong numbers were not always called active
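Assay system: HT1080 RFP-PRO-GFP cells. Benchmarks: DMSO vehicle wells and RFP-L50D-GFP reporter cell wells. Times: overnight cell settling, then overnight compound exposure, 37 °C, 5% CO2. Compound: 20 µM single dose, 1% DMSO. Read-out basis: GFP/RFP fluorescence ratio.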
Rpn11 inh: blocks the human proteasome subunit Rpn11 | human 26S proteasome, Ub4-pepOG fluorescence polarization; 20S core pre-blocked with epoxomicin | calls only at 20 µM | actives 0.59% (n = 360,000) | O00487;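 active = inhibition at 20 µM, scaled to each plate's controls, above about 33%, limit read from the data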
Target sequence (O00487 whole entry, looked up): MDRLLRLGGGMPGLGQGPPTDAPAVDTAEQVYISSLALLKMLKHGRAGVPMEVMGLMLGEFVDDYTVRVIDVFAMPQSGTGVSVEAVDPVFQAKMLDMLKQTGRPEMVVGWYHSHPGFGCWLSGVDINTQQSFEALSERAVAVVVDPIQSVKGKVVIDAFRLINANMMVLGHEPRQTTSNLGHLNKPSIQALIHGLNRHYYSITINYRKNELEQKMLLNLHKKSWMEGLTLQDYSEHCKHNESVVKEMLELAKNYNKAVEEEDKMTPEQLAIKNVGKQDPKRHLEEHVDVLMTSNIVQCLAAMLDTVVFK
eLon inh: E. coli protease La inhibition | P0A9M0 | purified E. coli Lon protease, fluorescence polarization | inhibition, % at 7.94 µM | actives 0.42% (n = 360,000); in the data active = inhibition above about 13%, passing the limit was not always enough;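 note: 0% = enzyme with probe and DMSO and 100% = no enzyme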
FAS-TE inh: FAS thioesterase (human) inhibition; recombinant FAS-TE, OMFH fluorogenic substrate, fluorescence endpoint; inhibition, % at 15 µM; actives 0.67% (n = 360,000); AID 602261;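 active = compounds whose normalised, plate-corrected inhibition of enzyme fluorescence in the single-dose primary screen is 50% or more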;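 note: 0% = DMSO with enzyme and 100% = substrate without enzyme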
PABP1 MLLE inh: blocks PAM2 peptide binding to the PABP1 MLLE domain; P11940; GST-MLLE / FITC-PAM2 fluorescence polarization; inhibition, % at 20 µM; actives 0.36% (n = 360,000); in the data active = inhibition above about 35%, passing the limit was not always enough;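 note: plate controls were DMSO wells with GST-MLLE for no effect and wells lacking GST-MLLE protein for full effect; some results filed as inactive read as strong as hits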
Target sequence (P11940 whole entry, looked up, the tested form may be a part): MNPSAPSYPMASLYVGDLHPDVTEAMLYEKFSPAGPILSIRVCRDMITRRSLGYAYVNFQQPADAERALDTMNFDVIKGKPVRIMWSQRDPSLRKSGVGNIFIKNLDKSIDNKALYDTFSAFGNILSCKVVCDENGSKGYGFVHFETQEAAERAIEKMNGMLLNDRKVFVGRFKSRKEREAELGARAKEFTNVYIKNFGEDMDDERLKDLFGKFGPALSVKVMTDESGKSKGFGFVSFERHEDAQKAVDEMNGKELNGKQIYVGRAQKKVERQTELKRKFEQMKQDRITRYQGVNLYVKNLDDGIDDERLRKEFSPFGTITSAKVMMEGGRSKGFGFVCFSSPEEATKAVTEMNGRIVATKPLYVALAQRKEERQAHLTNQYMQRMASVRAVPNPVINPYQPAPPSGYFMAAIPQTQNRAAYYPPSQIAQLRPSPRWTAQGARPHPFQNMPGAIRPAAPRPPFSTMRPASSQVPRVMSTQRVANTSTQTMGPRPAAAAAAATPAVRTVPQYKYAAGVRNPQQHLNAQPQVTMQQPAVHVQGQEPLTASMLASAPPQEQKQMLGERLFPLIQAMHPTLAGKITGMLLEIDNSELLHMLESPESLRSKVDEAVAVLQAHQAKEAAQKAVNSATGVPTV
bovine MsrA act: bovine methionine sulfoxide reductase A activation | AID 602163 | purified bovine MsrA, absorbance read-out | activation, % at 10.6 µM | actives 0.3% (n = 360,000); in the data active = activation above about 7.5%;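 note: 0% = vehicle and 100% = reference activator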
MsrA inh: inhibitors of bovine MsrA | purified bovine MsrA, absorbance read-out | inhibition, % at 15.5 µM | actives 0.75% (n = 360,000) | AID 651718; in the data active = inhibition above about 4.5%;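 note: 0% = vehicle wells with enzyme and 100% = reference inhibitor wells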
CSN deneddyl inh: CSN deneddylation inhibition. AID 651999. Q92905. actives 0.38% (n = 360,000). inhibition, % at 12.5 µM. Purified CSN, SCF-Nedd8-OG deneddylation, fluorescence polarization;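 active = pattern-corrected inhibition above about 35%, with an unprinted fluorescence ratio check between 0.5 and 1.5, limit read from the data, passing the limit was not always enough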;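 note: 0% = enzyme with substrate and 100% = substrate without enzyme; some results filed as inactive read as strong as hits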
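Assay system: purified human Csn5 enzyme expressed in HEK293T cells; Input: 0.24 nM Csn5 enzyme, final concentration; Reagent: 10 nM SCFSkp2-Nedd8OG; Compound dosing: 12.5 µM single point; Times: reaction 90 min, room temperature; Technique: fluorescence polarization readout.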
Rin1 Abl inh: human Rin1-Abl interaction inhibition. inhibition, % at 7.35 µM. P00519+Q13671. TR-FRET Rin1/Abl binding, biochemical. actives 0.4% (n = 360,000); in the data active = inhibition above about 5%, passing the limit was not always enough
Active calls of the source: *; i = inactive; / = no result given.

SMILES	MT1-MMP act inh	Rpn11 inh	eLon inh	FAS-TE inh	PABP1 MLLE inh	bovine MsrA act	MsrA inh	CSN deneddyl inh	Rin1 Abl inh
COC(=O)c1c(C(=O)OC)c(-c2ccc(C)cc2)n2c1CCC2	-9	i	-10	-2	10	-2	-1.6	3	-2
Cc1ccccc1N(CC(=O)N1CCc2ccccc2C1)S(C)(=O)=O	-1	i	-2	-6	8	-2	-1.1	4	-2
COc1ccc([C@H]2CC(=O)C=C(c3c(OC)cccc3OC)C2)cc1	-5	i	-6	24	-11	-3	0.6	-1	3
Cc1ccc(Sc2cnn(-c3ccccc3)c(=O)c2Cl)cc1	-11	i	-4	19	-11	3	0.5	-4	-6
O=C(Nc1ccc(N=Nc2ccccc2)cc1)c1ccc(Cl)cc1Cl	3	i	-10	-2	6	-5	1.2	4	2
Cc1cccc(N(CC(=O)NC(C)(C)C)C(=O)CS(=O)CC(=O)Nc2ccc3c(c2)OCO3)c1 (configuration not stated)	3	i	6	-8	7	2	0.5	1	1
CCCc1cc(=O)oc2cc(C)cc(OCc3nn[nH]n3)c12	5	i	-7	-3	18	-3	0.8	2	0
COCCSc1nnc(NC(=O)CCS(=O)(=O)Cc2ccccc2)s1	-5	i	-8	-14	3	-2	-1.0	-2	-1
CCN(CC(=O)Nc1ccc(Br)cc1)C(=O)Cc1cccc(F)c1	2	i	7	3	-3	-9	1.1	-3	0
O=C(COC(=O)c1ccc(F)cc1)NC1CC1	2	i	-10	-5	-2	2	-0.6	-6	3
C[C@H]1CN([C@@H](C)CO)S(=O)(=O)c2ccc(C#CC3CC3)cc2O[C@@H]1CN(C)S(C)(=O)=O	-2	i	-7	-1	7	0	-1.0	4	-4
CCN(CC)S(=O)(=O)c1ccc2c(c1)N(CC(=O)Nc1ccc(NC(C)=O)cc1)C(=O)CO2	-5	i	-7	-1	9	-2	-1.2	3	-1
Cc1nn(C)c(C)c1/C=C/C(=O)c1ccccc1	1	i	-4	-8	0	-4	3.5	-3	-1
COC(=O)Cn1cnc2c(nnn2-c2cccc(OC)c2)c1=O	3	i	-3	-1	-1	-2	0.1	3	1
COc1ccc(-n2c(SCC(=O)Nc3ccc(NC(C)=O)cc3)nc3c([nH]c4ccccc43)c2=O)cc1OC	-2	i	-2	3	-5	-7	0.3	4	2
Cc1ccccc1OCC(=O)Nc1ccccc1N1CCC(C)CC1	0	i	1	24	4	-10	0.6	-9	2
COc1cc(NC(=O)Cc2ccccc2)cc(OC)c1	3	i	0	2	-1	6	-0.3	3	-1
O=C(CCCN1C(=O)/C(=C/c2ccccc2OC(F)F)SC1=S)Nc1cccnc1	2	i	-6	25	4	-2	0.6	4	-2
O=C(Nc1nnc(SCc2ccc(Cl)cc2)s1)c1ccco1	-4	i	5	-8	-1	-5	1.8	6	-1
CN(C)c1ccc(-c2nnc(-c3ccccc3F)o2)cc1	2	i	6	14	4	4	4.6*	2	1
CCOC(=O)c1ccc(NC(=O)c2ccc(CO)c(C(=O)NC3CCN(C(=O)OCC)CC3)c2)cc1	/	i	8	-6	1	-1	-0.6	1	9
COc1nc(C)nc(C)c1Oc1ccc(Cl)cc1Cl	-2	i	-17	2	-12	0	-1.3	1	0
O=[N+]([O-])c1cccc(N=Nc2ccc(O)cc2O)c1	13	i	-17	-4	5	-3	1.1	3	-3
COc1ccccc1NC(=O)Cn1c(O)c(N=NC(=O)c2ccccc2O)c2ccccc21	12	i	-8	-2	-21	-2	-0.5	46	3
CCc1ccc(OC(=O)c2ccn(CC)n2)cc1	5	i	-10	0	-5	-6	-0.2	5	3
CN(C(=O)COC(=O)/C=C/c1ccccc1[N+](=O)[O-])c1ccccc1	-3	i	11	16	5	-2	-1.3	-9	0
COc1ccc(S(=O)(=O)N2CCCN(Cc3cccc(F)c3)CC2)cc1	-8	i	4	8	-3	-13	-0.2	-1	5
Nc1nc(SCC(=O)NN(c2ccccc2)c2ccccc2)n[nH]1	-1	i	3	-9	-2	-2	0.0	0	-4
CCc1ccc(C(=O)COC(=O)c2ccccc2OC)cc1	3	i	-1	14	-10	-2	-0.5	-5	-1
COc1cc([N+](=O)[O-])ccc1NC(=O)Cc1ccc(F)cc1	4	i	9	5	-13	-11	1.3	-6	-2
CCCNC(=O)C1(C)CCN(C(=O)COc2ccc(Cl)cc2Cl)C1 (configuration not stated)	1	i	6	-5	-9	0	1.1	-3	3
COc1cc(NC(=O)Cn2cnc3ccccc3c2=O)c(OC)cc1Cl	5	i	-3	3	-74	-4	-0.6	3	3
COc1ccc(N(C(=O)C(C)C)S(=O)(=O)c2ccc(Cl)cc2)cc1	6	i	-5	9	5	-10	-0.4	0	-3
Cc1cc(Oc2ccc3ccccc3c2)nc(SCC(=O)c2ccccc2)n1	-21	i	5	30	5	0	-0.4	-6	-2
CCCCCCNC(=O)O[C@@]12CN(S(=O)(=O)c3ccc(C)cc3)C[C@]1(O)Cn1c(=O)n(CCCCCC)c(=O)n1C2	-2	i	-2	18	-7	-2	-0.6	0	0
COc1cc(CNC(=O)c2cnc(C)cn2)cc(OC)c1	2	i	-5	-3	1	-10	1.6	-1	1
CC(C)(C)NC(=O)CCN(/N=C/c1ccccc1)C1=NS(=O)(=O)c2ccccc21	-1	i	-6	8	-5	1	2.0	-3	1
COc1ccc(-c2nc3scc(-c4ccc(OC)c(OC)c4)c3c(=O)o2)cc1	3	i	-6	9	-5	-1	/	0	-4
COc1cc(SC)ccc1C(=O)OC1CCOC1=O (configuration not stated)	0	i	-2	-4	5	3	0.2	5	-1
N#C/C(=C(/O)CN1CCN(c2ccccc2F)CC1)c1nc(-c2ccccc2)cs1	6	i	0	-1	-17	-3	1.0	-1	2
CCOC(=O)C1CCN(C(=O)CN(c2ccc(OC)c(OC)c2)S(=O)(=O)c2ccccc2)CC1	4	i	2	-3	4	1	-0.7	-8	-1
Cn1nc(C(C)(C)C)cc1C(=O)N1CCCCC1c1cc(C(=O)Nc2ccc(F)c(Cl)c2)no1 (configuration not stated)	-8	i	2	22	-4	0	0.6	0	2
N#C/C(=C\C=C\c1ccccc1)C(=O)N1CCCC1	-2	i	-5	5	-4	-3	4.8*	2	-1
COc1ccc2oc(C(=O)OCC(=O)NCCc3ccccc3)c(C)c2c1	4	i	-10	7	-10	-3	-1.6	-1	-1
O=C(NCCN1CCCC1)c1ccc2c(c1)N(Cc1cccc(Cl)c1)C(=O)c1ccccc1S2(=O)=O	0	i	-6	-4	-4	0	-0.2	-2	-3

Taken from above.
eLon inh with `CCCCCCNC(=O)O[C@@]12CN(S(=O)(=O)c3ccc(C)cc3)C[C@]1(O)Cn1c(=O)n(CCCCCC)c(=O)n1C2` = -2
PABP1 MLLE inh with `Cc1cc(Oc2ccc3ccccc3c2)nc(SCC(=O)c2ccccc2)n1` = 5

Already shown: an excerpt of the list.
SMILES	MT1-MMP act inh	Rpn11 inh	eLon inh	FAS-TE inh	PABP1 MLLE inh	bovine MsrA act	MsrA inh	CSN deneddyl inh	Rin1 Abl inh
CCCNC(=O)C1(C)CCN(C(=O)COc2ccc(Cl)cc2Cl)C1 (configuration not stated)	1	i	6	-5	-9	0	1.1	-3	3
COc1cc(NC(=O)Cn2cnc3ccccc3c2=O)c(OC)cc1Cl	5	i	-3	3	-74	-4	-0.6	3	3
COc1ccc(N(C(=O)C(C)C)S(=O)(=O)c2ccc(Cl)cc2)cc1	6	i	-5	9	5	-10	-0.4	0	-3
Cc1cc(Oc2ccc3ccccc3c2)nc(SCC(=O)c2ccccc2)n1	-21	i	5	30	5	0	-0.4	-6	-2
CCCCCCNC(=O)O[C@@]12CN(S(=O)(=O)c3ccc(C)cc3)C[C@]1(O)Cn1c(=O)n(CCCCCC)c(=O)n1C2	-2	i	-2	18	-7	-2	-0.6	0	0

Following part.
SMILES	MT1-MMP act inh	Rpn11 inh	eLon inh	FAS-TE inh	PABP1 MLLE inh	bovine MsrA act	MsrA inh	CSN deneddyl inh	Rin1 Abl inh
Cc1cccc(C(=O)Nc2ccc(C(=O)N/N=C/c3cccnc3)cc2)c1	-1	i	3	-5	12	-3	1.4	-2	-3
COc1cc(N/C(=N/S(=O)(=O)c2ccccc2)c2ccccc2)ncn1	0	i	-7	-5	-5	-4	1.9	2	5
O=C(NC1CC1)C1=C[C@@H](c2csc3ccccc23)C[C@@H](OCCCCO)O1	1	i	-2	1	-4	-1	-1.2	0	1
Cc1cccc(CN2CCc3c(OCC(=O)NCc4ccco4)cccc3C2=O)c1	1	i	-6	18	1	3	-1.4	-1	2
CC(C)CCN1C(=O)c2ccccc2C1c1nnnn1Cc1ccccc1 (configuration not stated)	2	/	-13	-6	/	2	0.1	2	/
CCOc1ccc(-c2cc(C(=O)NCCCN3CCOCC3)c3ccccc3n2)cc1	-2	i	-6	-2	-1	-2	0.9	-5	5
COc1ccc(C(=O)OCCN2CCN(C3=NS(=O)(=O)c4ccccc43)CC2)cc1OC	2	i	4	-2	1	2	-1.6	1	-2
O=C(COc1ccc(Br)cc1Cl)NC1CCCCC1	-6	i	4	10	9	-3	-1.4	-12	5
C/C(Cn1nnc2ccccc21)=N\NC(=O)c1cccc(Br)c1	8	i	-4	-1	-1	-4	0.8	-6	-1
N#Cc1ccsc1NC(=O)COC(=O)c1ccc(NC(N)=O)cc1	0	i	3	3	-12	-1	0.9	6	2
C=C(C)CN1C(=O)C2(OCCO2)c2cc(Br)ccc21	-2	i	4	8	-9	-4	0.5	-1	-3
COc1ccc(C=O)cc1COc1ccc(F)cc1F	-3	i	1	15	-3	-2	-1.4	0	3
Cc1ccc(-c2csc(NC(=O)C3=NN(c4ccccc4)C(=O)CC3)n2)cc1	0	i	-4	29	-9	-7	1.6	2	1
CN[C@H]1C[C@H]2c3cc(Oc4ccccc4C)ccc3CCN2C(=O)[C@H]1[C@H](C)O	7	i	-11	-14	-9	-1	-1.0	-3	1
C=CCn1c(SCC(=O)Nc2ncc(Cc3ccc(Br)cc3)s2)nnc1-c1ccncc1	6	i	9	-1	9	0	0.7	-3	1

Assay outcomes (PubChem BioAssay)
